# FID counter: fluorescent intercalator displacement, NS3 helicase counter-screen | DNA fluorescent intercalator displacement, fluorescence | inhibition, % at 7.9 µM | 290,000 tested, 0.17% active; in the data active means inhibition above about 37%;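 further: 0% = vehicle and 100% = reference compound; higher means more ethidium bromide displaced from hairpin DNA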
# MEKK2mut PB1 HTS: signal of MEK5 binding to mutant human MEKK2 PB1 domain; bead flow cytometry, Alexa488-MEK5 binding to MEKK2 mutant; percent response, % at 10 µM; 290,000 tested, 0.35% active; AID 1530; in the data active means percent response above about 24%, passing the limit was not always enough; further: inactives centre near 1; some results filed as inactive read as strong as hits; reference of the scale not given here
# MEKK2wt PB1 HTS: raises or lowers MEK5 binding to wildtype human MEKK2 PB1 domain | Q9Y2U5 | binding response (% of control), % at 10 µM | bead flow cytometry, Alexa488-MEK5 binding to MEKK2 WT; actives lie on both sides | 290,000 tested, 1.1% active; in the data active means binding response below about 67% or above about 130%
# HCV NS3 hel inh: HCV NS3 helicase inhibition. NS3 helicase DNA unwinding, Cy5 molecular beacon fluorescence. inhibition, % at 10.9 µM. 290,000 tested, 0.56% active. AID 1800;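 active means inhibition above the mean of all tested compounds plus 3 SD, set per campaign, cut at about 35% in these data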;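 further: 0% = DMSO wells and 100% = thioflavine S control wells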
#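 Test system: hepatitis C virus NS3 helicase domain fragment enzyme. Also added: annealed dual-labelled DNA beacon duplex, ATP-started. Timing: 60 min unwinding reaction at 25 °C after ATP addition. Technique: Cy5 fluorescence. Measure: % inhibition of unwinding.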
# GalR3 antagonist: blocks the human galanin receptor 3. O60755. HEK293 GalR3-CNG cAMP membrane potential fluorescence; galR3 body fused to GalR1 C-terminus. inhibition, % at 3 µM. 360,000 tested, 0.44% active. AID 651719;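 active means inhibition above the screen-wide average plus 3 SD, cut at about 13% in these data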;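 further: forskolin and galanin both at EC90 stimulate the cells; cAMP rise reported by CNG channel membrane potential dye signal; 0% = forskolin plus galanin with DMSO and 100% = forskolin alone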
# Target sequence (O60755 1-299 limits assumed): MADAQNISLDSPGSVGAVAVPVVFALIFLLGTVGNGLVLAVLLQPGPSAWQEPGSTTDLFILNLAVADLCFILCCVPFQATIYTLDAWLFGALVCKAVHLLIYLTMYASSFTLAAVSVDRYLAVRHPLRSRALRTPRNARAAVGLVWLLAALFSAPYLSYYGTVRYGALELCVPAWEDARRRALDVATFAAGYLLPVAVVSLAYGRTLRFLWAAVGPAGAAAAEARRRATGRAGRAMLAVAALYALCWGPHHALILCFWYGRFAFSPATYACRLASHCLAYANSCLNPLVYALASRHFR
# CRFBP-R2 block: blocks CRF-induced signaling of the CRF-BP/CRF-R2 complex | HEK293 CRF-R2/CRF-BP, CRF-induced calcium fluorescence | inhibition, % at 11.8 µM | 350,000 tested, 0.59% active | AID 588475;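 active means inhibition of the ligand-induced calcium signal above about 50% at the single tested concentration, limit read from the data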
# MEKK3 PB1 HTS: raises or lowers MEK5 binding to the human MEKK3 PB1 domain; AID 1529; binding response (% of control), % at 10 µM; bead-based flow cytometry, Alexa488-MEK5 binding to MEKK3; actives lie on both sides; 0 = blocked by unlabeled MEK5, 100 = vehicle; 290,000 tested, 1.4% active;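 active means binding response more than 3 SD above or below the average of its plate-row segment, actives on both sides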;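 further: Alexa488 bead fluorescence after subtracting the streptavidin-only scavenger bead signal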
# Target sequence (Q99759 whole entry, looked up, the tested form may be a part): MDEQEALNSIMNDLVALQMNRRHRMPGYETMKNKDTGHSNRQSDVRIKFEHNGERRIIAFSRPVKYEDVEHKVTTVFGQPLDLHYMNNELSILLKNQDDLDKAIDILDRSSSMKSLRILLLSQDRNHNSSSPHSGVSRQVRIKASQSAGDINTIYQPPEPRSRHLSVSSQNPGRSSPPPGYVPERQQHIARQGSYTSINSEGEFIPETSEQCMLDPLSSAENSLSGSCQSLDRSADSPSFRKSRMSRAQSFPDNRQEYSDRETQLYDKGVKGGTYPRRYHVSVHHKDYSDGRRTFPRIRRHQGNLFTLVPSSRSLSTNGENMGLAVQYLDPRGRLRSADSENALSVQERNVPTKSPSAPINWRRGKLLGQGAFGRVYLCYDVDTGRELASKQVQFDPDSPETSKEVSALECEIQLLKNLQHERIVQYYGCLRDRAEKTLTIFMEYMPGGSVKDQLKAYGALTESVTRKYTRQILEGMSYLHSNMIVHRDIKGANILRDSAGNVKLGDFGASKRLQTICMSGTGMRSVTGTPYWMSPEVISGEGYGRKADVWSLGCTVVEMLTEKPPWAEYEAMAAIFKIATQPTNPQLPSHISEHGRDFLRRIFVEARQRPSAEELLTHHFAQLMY
# CRFBP-R2 agonist: agonists of human CRF-binding protein/CRF-R2 receptor complex; HEK293 CRF-R2/CRF-BP, calcium dye fluorescence (FLIPR); percent of saturating CRF peptide response; 350,000 tested, 0.46% active; activation, % at 13.2 µM;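 active means activation of at least 50%, plus an integration ratio under a set limit after plate pattern correction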;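 further: plate controls were neutral control wells without compound for no effect and CRF at EC100 for full effect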
# SUMO HTRF inh: blocks human SUMOylation mediated by UBC9; P63279; HTRF SUMOylation assay, SAE1/SAE2 + UBC9, in vitro; inhibition, % at 35 µM; 290,000 tested, 0.36% active; in the data active means inhibition above about 50%, passing the limit was not always enough; further: strong numbers were not always called active
# An asterisk follows results filed as active; · = not tested or not shown.
SMILES,FID counter,MEKK2mut PB1 HTS,MEKK2wt PB1 HTS,HCV NS3 hel inh,GalR3 antagonist,CRFBP-R2 block,MEKK3 PB1 HTS,CRFBP-R2 agonist,SUMO HTRF inh
CCCn1c(N)c(Sc2ccc([N+](=O)[O-])cc2)c(=O)n(CCC)c1=O,3,-9,91,3,-5,7,94,0.0,10
CCN(CC)S(=O)(=O)c1cccc(C(=O)Nc2ccccc2)c1,-5,-3,95,7,-6,-30,97,0.7,-11
Cc1nnc(C)n1N1C(=O)c2cccc3cccc(c23)C1=O,-1,·,·,-9,-2,-15,·,1.7,36
COc1ccc(N(C(=O)c2snc(C(N)=O)c2N)C(C(=O)NCc2ccc(F)cc2)c2ccc(O)cc2)cc1 (centres undefined),-18,-7,93,-13,-7,19,97,1.5,-32
CCN(CC)CCCNC(=O)C1CCC(=O)N(c2ccc(OC)cc2)C1c1ccc(F)cc1 (centres undefined),3,2,97,5,3,-7,100,0.3,-27
CC(C)Cn1c(N)c(C(=O)CSc2ccc3c(c2)OCCO3)c(=O)n(C)c1=O,-5,-7,94,1,-4,-10,91,0.4,5
Cc1ccc(CNCC(=O)Nc2cccc(S(=O)(=O)NC3=NCCCCC3)c2)cc1,-8,-2,94,3,-3,-3,102,0.1,3
COc1cc(S(N)(=O)=O)c(OC)cc1N,-4,6,88,1,-8,-2,87,2.6,16
CCCCn1c(N)c(Sc2ccccc2[N+](=O)[O-])c(=O)[nH]c1=O,-9,-2,95,26,-7,5,101,4.1,7
COC(=O)c1ccc(C(=O)OC)c(NC(=O)CN2CCN(c3ccccc3)CC2)c1,0,8,111,-3,-2,-7,110,1.6,6
CC(C)(C)SCCNC(=O)/C=C/c1cccc([N+](=O)[O-])c1,-4,-2,100,-2,-4,36,95,-0.1,6
CCOC(=O)CN1C(=O)C2(OCCCO2)c2cc(Br)ccc21,-13,9,111,27,-2,-4,105,1.2,6
O=C(Nc1nc2ccccc2n1CCN1CCOCC1)c1ccc(COc2ccccc2Br)o1,-6,-24,66,6,-6,-1,66,1.0,15
O=C(CN1C(=O)c2ccccc2C1=O)N1CCN(S(=O)(=O)c2ccccc2)CC1,-11,1,100,1,0,12,100,-0.7,-6
COc1cccc(C(=O)NCc2nnc(SCC(=O)Nc3nccs3)n2-c2cccc(C)c2)c1,-39,4,104,-5,-4,2,95,0.1,-15

# Limited to MEKK2mut PB1 HTS and MEKK3 PB1 HTS, for 3 of the compounds above:
structure	MEKK2mut PB1 HTS	MEKK3 PB1 HTS
CC(C)Cn1c(N)c(C(=O)CSc2ccc3c(c2)OCCO3)c(=O)n(C)c1=O	-7	91
Cc1ccc(CNCC(=O)Nc2cccc(S(=O)(=O)NC3=NCCCCC3)c2)cc1	-2	102
COc1cc(S(N)(=O)=O)c(OC)cc1N	6	87

# Back to the main list, starting 2 compounds before the break.
SMILES,FID counter,MEKK2mut PB1 HTS,MEKK2wt PB1 HTS,HCV NS3 hel inh,GalR3 antagonist,CRFBP-R2 block,MEKK3 PB1 HTS,CRFBP-R2 agonist,SUMO HTRF inh
O=C(CN1C(=O)c2ccccc2C1=O)N1CCN(S(=O)(=O)c2ccccc2)CC1,-11,1,100,1,0,12,100,-0.7,-6
COc1cccc(C(=O)NCc2nnc(SCC(=O)Nc3nccs3)n2-c2cccc(C)c2)c1,-39,4,104,-5,-4,2,95,0.1,-15
COc1cccc(NC(=O)CNC(=O)c2ccc(C)cc2)c1,-2,0,98,5,-2,8,103,-0.8,-10
COc1ccc(C2C(C(=O)Nc3ccccc3)=C(C)N=C3SCC(=O)N32)cc1 (centres undefined),-6,-4,90,10,-4,-13,87,2.3,1
COc1ccc(Nc2nc(N)c([N+](=O)[O-])c(N3CCCC3)n2)cc1,-19,6,108,-61,-4,-42,109,-3.9,-5
CCNC(=O)Cn1cc(C(F)(F)F)cc(Cl)c1=O,-1,2,103,-2,-5,5,103,-0.2,12
Cc1nn(-c2ccccc2)c(Cl)c1/C=N/NC(=O)c1ccn[nH]1,-20,3,102,6,-1,-7,102,-0.6,12
COc1ccc(CNCCC(c2ccc(F)cc2)c2ccc(OC(C)C)cc2)cc1OC (centres undefined),38*,-5,82,-75,-5,-2,71,3.5,-18
CC(CCc1ccccc1)NC(=O)c1ccco1 (centres undefined),2,2,108,0,-6,-11,112,-2.4,4
CCC(NS(=O)(=O)c1ccc(C)cc1)C(=O)N1CCOCCOCCOCCOCC1 (centres undefined),-18,-1,97,11,-8,1,96,0.3,3
CSc1ccc(NC(=O)N2CC(C)OC(C)C2)cc1 (centres undefined),2,3,102,10,-5,-1,102,1.1,-3
Cc1ccc(NC(=O)CCOc2ccccc2)cc1,-9,1,102,-11,-4,3,101,-5.9,1
COc1ccc(NC(=O)CSc2ccccn2)cc1,-5,1,88,-1,-4,20,72,-1.8,11
CCOC(=O)C1=NOC(CNC(=O)C2=NOC(CNC(=O)c3c(-c4ccccc4Cl)noc3C)C2)C1 (centres undefined),-16,0,106,8,-1,3,105,-0.6,34
COc1ccc(-n2nc3c(c2NC(=O)C2CC2)CS(=O)C3)cc1 (centres undefined),2,·,·,1,-5,-11,·,-0.9,4
NNC(=O)c1cccc(S(=O)(=O)Nc2cccc(C(F)(F)F)c2)c1,-5,-14,87,2,-6,1,90,-0.7,-16
Cc1ccc(N(CC(=O)N2CC(=O)Nc3ccccc32)S(=O)(=O)c2ccc3c(c2)OCCO3)cc1,-20,1,99,-2,-4,-11,101,1.3,11
COc1cccc2c(=O)c3ccoc3n(C)c12,-6,2,105,7,-1,2,104,-1.2,10
Cn1c(=O)oc2cc(S(=O)(=O)N3CCC4(CC3)OCCO4)ccc21,2,-9,86,-2,-4,-17,86,9.8,21
Cc1ccc(Oc2nc3ccccn3c(=O)c2/C=C(\C#N)C(=O)NC2CCS(=O)(=O)C2)c(C)c1 (centres undefined),-36,4,98,-4,-3,1,103,-1.1,9
S=C1NC(c2ccccc2)=NCN1c1ccccc1,-5,-1,90,4,-2,8,92,-0.8,6
Nc1ccccc1C(=O)NNc1c2ccccc2nc2ccccc12,4,3,99,5,0,5,107,-7.9,0
CCNC(=S)NNC(=O)c1ccc(OC)cc1,-3,7,104,-12,-4,-9,104,1.4,18
O=C(Nc1ccc(N2CCCCC2)cc1)c1ccc2c(c1)OCCO2,-13,-7,90,-3,-3,6,95,-0.6,16
Cc1cc(C)nc(N/N=C/c2cc(C)n(CC(F)(F)F)c2C)n1,-5,-2,105,-3,-2,3,106,-0.2,6
CCCCOc1ccc(Cl)cc1CSc1nncn1N,-11,-4,90,-2,-8,12,95,-0.8,-3
CN(C)C(=O)CN(C)S(=O)(=O)c1ccc(Cl)cc1,8,5,105,-3,-1,3,104,-0.1,24
CCCCCCn1c(-c2cccs2)n[nH]c1=S,-26,4,107,10,-1,-11,114,0.8,2
COC(=O)c1sc(C(C)(C)C)cc1CS(=O)(=O)c1ccc(Cl)cc1,-26,6,103,-2,-7,4,102,1.1,-5
COc1cccc(NC(=O)CN2CCC(C)CC2)c1,-4,-2,96,2,2,17,98,-2.5,7
Cn1c(/N=C/c2c(O)ccc3ccccc23)nc2ccccc21,5,·,·,14,-3,-7,·,-2.8,4
Cc1ccc(C)c(S(=O)(=O)N2CCN(C(=O)CSc3ccccc3F)CC2)c1,-42,7,108,-6,-1,-11,105,1.4,-1
O=[N+]([O-])c1ccccc1/C=C/CN1CCCC(CO)C1 (centres undefined),2,3,103,-3,-7,6,100,-0.9,11
CCc1c(C)nc(SC)n(CC#N)c1=O,-2,6,105,4,-3,-16,105,-0.1,-5
COc1ccc(/C=C/C(=O)NC(=S)NN2CCCCC2c2cccnc2)cc1OC (centres undefined),-19,-1,95,-7,1,8,92,-2.0,8
Cc1c(Cl)cccc1NC(=S)N=Nc1c(O)n(CN2CCOCC2)c2ccccc12,2,-7,93,-5,·,-12,101,0.7,-20
O=C(NC1CCCCC1)N(Cc1nc2ccccc2c(=O)[nH]1)C1CCCCC1,-27,6,105,-4,-2,-14,104,-0.9,15
O=[N+]([O-])c1ccc(N2CCN(Cc3ccc4c(c3)OCO4)CC2)nc1,3,0,102,14,-2,7,94,-0.4,-3
O=C(O)c1cccc(NC(=S)NC(NC(=O)c2cccc([N+](=O)[O-])c2)C(Cl)(Cl)Cl)c1 (centres undefined),-23,7,104,10,0,-5,110,-1.2,21
CC(C(=O)Nc1cccc([N+](=O)[O-])c1)N1C(=O)NC2(CCCC2)C1=O (centres undefined),0,1,104,7,-6,1,104,-0.1,14
Cc1cccc(NC(=S)NCc2ccc3[nH]c4c(c3c2)CCCC4)c1,-11,10,112,-24,·,18,113,0.9,-18
O=C(CSc1nnc(Cn2c(=O)sc3ccccc32)n1-c1ccccc1)Nc1nccs1,-30,3,100,3,-1,25,100,0.1,3
Cc1ccc(S(=O)(=O)Oc2ccccc2/C=C2/SC(=O)NC2=O)cc1,-31,2,107,-13,-7,9,98,0.9,9
COc1cccc(CC(=O)NCCCSc2ccccc2)c1,-24,8,107,-7,-1,21,101,-0.5,9
C=CCNc1nc(C2(C)CC3(CC(C)(C)OC3=O)C(=O)O2)cs1 (centres undefined),-2,3,97,-3,-3,10,97,0.7,8
CCn1c(SCC(=O)N2c3ccccc3CCc3ccccc32)nc2c1c(=O)n(C)c(=O)n2C,-4,7,100,-6,-1,10,103,-3.1,·
COc1ccc(C(C)=O)cc1CSc1nc2nc(C)cc(C)n2n1,-8,-4,96,14,2,3,104,-2.1,-17
O=C(Nc1nnc(-c2ccccc2F)s1)c1ccccc1F,-4,0,104,-7,-10,-2,105,-0.5,0
Cc1cccc2cc(C#N)c(N3CCOCC3)nc12,-1,-11,92,3,-7,1,97,-1.0,3
O=C(CCCc1c[nH]c2ccccc12)NCc1cccs1,-4,-6,99,-2,-4,10,102,-0.8,12
O=C(c1ccc(Cl)cc1)N(Cc1cccs1)C1CCS(=O)(=O)C1 (centres undefined),-10,-5,103,-4,-2,-22,101,1.5,5
c1csc(-c2cn3c(n2)SCC3)c1,-1,2,97,7,-4,10,99,-2.0,6
CN(c1ccccc1)S(=O)(=O)c1cccc(C(=O)OCC(=O)NCCCN2CCCC2=O)c1,-19,-1,96,12,-3,4,98,-0.8,4
O=C(CCS(=O)(=O)c1ccc(Br)cc1)NC1CCCCCC1,-30,3,97,23,-9,-12,96,-0.2,8
Cc1nc2c(sc(=S)n2Cc2ccco2)c(=O)n1CC(=O)Nc1cc(F)ccc1F,-11,4,96,-2,0,-6,101,0.2,12
COc1cc(C(=O)N[C@@H](C)C(=O)N2CCC3(CC2)NCCc2[nH]cnc23)cc(OC)c1OC,2,3,104,5,0,35,103,1.7,·
COC(=O)C(O)(CC(=O)Nc1ccccc1OC)C(F)(F)F (centres undefined),0,-2,95,0,-1,-5,96,0.3,9
C=CCn1c(SCc2ccccc2F)nc2cc(C(=O)O)ccc2c1=O,-12,-3,96,6,-8,7,100,-0.2,11
O=C(Nc1ccnn1C1CCN(Cc2ccc(Cl)cc2)CC1)C1CCCC1,0,5,114,-17,-3,-1,102,-0.7,3
Cc1ccccc1NC(=S)NCCO,-5,-8,76,2,4,15,63,-0.3,20

# Bioassay records as filed in PubChem BioAssay.

# A portion of the library (hit frequency here may not be typical).
